# Assay outcomes as filed in PubChem.
# cardiac RTF act: cardiac RTF calcium sensitivity activators, primary screen, biochemical, IANBD-TnC fluorescence, EC20 calcium | Troponin I, cardiac muscle (Homo sapiens) + Troponin T, cardiac muscle (Homo sapiens) + … | IANBD-labeled TnC RTF fluorescence at EC20 calcium; 0% EC20 calcium, 100% full calcium | activation, % at 7.2 µM | 0.24% of 340,000 active | AID 493008, 2010;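 active means activation above the mean over all tested compounds plus 3 SD, cut at about 30% in these data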;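 further: rise in fluorescence read as greater calcium sensitivity of cardiac thin filaments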
# LANA DNA inh: inhibitors of KSHV C-LANA binding to DNA, primary screen, biochemical, fluorescence polarization, FAM-LBS DNA, MBP-C-LANA, single point; Kaposi's sarcoma herpesvirus LANA C-terminal domain (residues 932-1162) DNA binding; inhibition, % at 9 µM; 0.078% of 340,000 active;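 active means highest replicate inhibition at or above 60% at 9 µM, even if other replicates fall short; inactive means all replicates below 60% inhibition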;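 further: 0% = neutral control wells and 100% = 4 µM acridine orange control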
# Keap1 Nrf2 FP: Keap1-Nrf2 protein-protein interaction inhibitors, primary screen, biochemical, fluorescence polarization, single point. 0.15% of 340,000 active. Kelch-like ECH-associated protein 1 (Homo sapiens), Q14145. inhibition, % at 9.4 µM. Keap1 Kelch-Nrf2 peptide fluorescence polarization, 1536-well; in the data active means inhibition above about 12%;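 further: human Keap1 Kelch domain with fluorescein labeled Nrf2 9mer peptide probe; 0% = neutral control wells and 100% = peptide positive control; higher means more block of Keap1 binding to Nrf2 peptide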
# DAGLB inh: DAGLB lipase inhibitors, primary screen, biochemical, fluorescence, HTS | HEK293T DAGLB membrane lysate, EnzChek fluorogenic substrate | inhibition, % at 5.17 µM | 0.059% of 340,000 active | AID 504411, 2011; in the data active means inhibition above about 34%;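 further: 0% = enzyme with vehicle and 100% = wells lacking enzyme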
# CAL PDZ FP-1: untagged CAL PDZ binding inhibitors, primary screen, biochemical, fluorescence polarization, HTS. inhibition, % at 24.9 µM. Golgi-associated PDZ and coiled-coil motif-containing protein (Homo sapiens), Q9HD26. 0.92% of 300,000 active. purified CAL PDZ, TMR-peptide fluorescence polarization, 1 h. AID 602252, 2012;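 active means mean inhibition of at least 30% with at least half of replicates also reaching 30%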;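 further: 0% = DMSO neutral control and 100% = excess unlabeled competitor peptide PRC23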
# Cardiac RTF inh: cardiac RTF calcium sensitivity inhibitors, primary screen, biochemical, IANBD-TnC fluorescence, EC70 calcium; Troponin I, cardiac muscle (Homo sapiens) + Troponin T, cardiac muscle (Homo sapiens) + …; 0.12% of 340,000 active; IANBD-labeled cardiac RTF, Ca2+ fluorescence; inhibition, % at 7.15 µM;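 active means inhibition above the mean inhibition of all tested compounds plus 3 SD, cut at about 17% in these data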;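 further: assay run at fixed EC70 calcium of 1.6 mM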
# Rtt109 Vps75: inhibitors of C. albicans Rtt109/Vps75 HAT, primary screen, biochemical, ThioGlo CoA-SH fluorescence, plate reader; Histone acetyltransferase RTT109 (Candida albicans (strain SC5314 / ATCC MYA-2876)), …; inhibition, % at 34.9 µM; purified Rtt109/Vps75, 4 h; 0.16% of 330,000 active;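 active means inhibition of at least 50% in every replicate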
# Target sequence (Q5AAJ8 whole entry, looked up): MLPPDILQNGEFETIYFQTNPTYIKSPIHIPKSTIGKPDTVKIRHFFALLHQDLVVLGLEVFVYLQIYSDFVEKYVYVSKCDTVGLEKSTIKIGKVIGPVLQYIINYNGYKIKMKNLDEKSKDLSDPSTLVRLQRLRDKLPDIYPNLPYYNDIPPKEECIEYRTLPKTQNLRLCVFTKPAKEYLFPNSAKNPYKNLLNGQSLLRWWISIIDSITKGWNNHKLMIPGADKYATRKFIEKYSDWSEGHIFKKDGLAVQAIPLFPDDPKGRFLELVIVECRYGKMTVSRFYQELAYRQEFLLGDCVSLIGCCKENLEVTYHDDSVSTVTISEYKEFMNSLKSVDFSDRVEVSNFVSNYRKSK
# SR-BI uptake up: activators of SR-BI mediated DiI-HDL uptake, primary screen, ldlA[mSR-BI] CHO cells, DiI fluorescence; 3 h; 100 = double the neutral-control signal; activation, % at 12.5 µM; 0.096% of 320,000 active;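 active means mean replicate activation of at least 60% and every replicate at or above 60%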;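 further: 0% = median plate neutral-control signal and 100% = twice that signal; values of inactives mirror those of a sister screen read the other way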
#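 Test system: SR-BI-overexpressing, LDLR-lacking CHO cells; Also added: labelled HDL, 10 µg/mL; Measured by: bottom-read cell fluorescence after medium removal, ex 550/em 595 nm; Timing: 3 h uptake period with compound, 37 °C; Buffer or medium: F12, 0.5% BSA, 25 mM HEPES; Doses: single compound concentration, delivered by pin transfer.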
# PKA-R2B act: activators of PKA-R2B holoenzyme, primary screen, biochemical, fluorescence polarization, Cy5-IP20, human; PKA-R2B holoenzyme dissociation; R2B truncated from residue 108, S112A mutant; 0% DMSO only, 100% 113 µM cGMP; cAMP-dependent protein kinase catalytic subunit beta (Homo sapiens) + cAMP-dependent …; 0.079% of 340,000 active; activation, % at 11.4 µM;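 active means activation above a cutoff set at the mean over all compounds plus 3 SD, cut at about 18% in these data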;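 further: higher means more holoenzyme dissociation and a rise in polarization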
# Target sequence (P31323 whole entry, looked up, other chains not shown, the tested form may be a part): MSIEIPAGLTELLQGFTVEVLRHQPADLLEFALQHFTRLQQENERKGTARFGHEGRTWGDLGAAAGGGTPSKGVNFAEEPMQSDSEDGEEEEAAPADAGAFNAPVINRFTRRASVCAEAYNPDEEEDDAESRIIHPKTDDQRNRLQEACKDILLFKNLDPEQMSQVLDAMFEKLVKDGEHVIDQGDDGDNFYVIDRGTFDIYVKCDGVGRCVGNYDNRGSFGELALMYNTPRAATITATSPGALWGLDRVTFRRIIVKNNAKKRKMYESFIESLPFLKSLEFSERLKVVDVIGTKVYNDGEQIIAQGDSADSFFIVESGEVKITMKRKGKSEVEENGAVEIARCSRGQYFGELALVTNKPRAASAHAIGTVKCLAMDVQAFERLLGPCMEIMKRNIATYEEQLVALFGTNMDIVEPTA
# CAL PDZ FP-2: CAL PDZ peptide-binding inhibitors, primary screen, biochemical, fluorescence polarization, Cer-tagged CAL PDZ, HTS; Golgi-associated PDZ and coiled-coil motif-containing protein (Homo sapiens), Q9HD26; purified CAL PDZ, TMR-peptide fluorescence polarization, 1 h; inhibition, % at 20 µM; 0.02% of 330,000 active; AID 504414, 2011;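 active means highest replicate inhibition of at least 40%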;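 further: plate controls were DMSO neutral control wells for no effect and unlabeled competitor peptide control wells for full effect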
#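 Material – purified CerCALP PDZ construct · Detection – FP readout, S and P plane fluorescence · Measure – percent inhibition from loss of millipolarization · Controls – unlabelled peptide for full inhibition, DMSO wells as neutral · Probe or stimulus – TMR-labelled reporter peptide T*-PRC34 bound in PDZ groove · Times – 1 h at RT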
# Active calls of the source: *; nt = no result given.
Compound	LANA DNA inh	CAL PDZ FP-1	CAL PDZ FP-2	Cardiac RTF inh	SR-BI uptake up	cardiac RTF act	PKA-R2B act	DAGLB inh	Rtt109 Vps75	Keap1 Nrf2 FP
CCCCCOC(=O)C1=C(C)NC(=O)NC1c1ccccc1 (stereo not given)	0.3	-15	-0.7	-3	-2	4	4	3	-9	-1
CC(=O)Nc1ccc(S(=O)(=O)N2CCCN(c3nc(C)cc(C)c3C#N)CC2)cc1	-1.8	1	-1.6	-3	-4	6	0	1	3	-3
COc1ccc(/C(N)=N/OC(=O)CSc2ccc(C)cc2)cc1	-0.1	0	-0.6	-1	10	-9	-7	-26	-3	-1
CCOC(=O)C(=O)c1c(-c2ccc(C)cc2)nc2ccccn12	2.8	-2	-2.4	-6	-3	8	1	0	4	-4
CNC(=S)N1N=C(c2ccc(OC)cc2)CC1c1ccccc1Cl (stereo not given)	0.0	-2	0.2	3	-8	-2	-6	-1	6	-3
Cc1ccc(N(CC(=O)NCc2ccc(Cl)cc2)S(C)(=O)=O)cc1	-0.8	nt	-0.8	-18	12	7	1	0	-5	-8
O=C(O)CCN1C(=O)c2ccccc2Sc2ncccc21	0.8	0	1.1	2	32	-7	3	-3	3	-4
CC[C@@]12C(=O)N(c3cccc(Cl)c3)C(=O)N1[C@H](c1ccc(Br)cc1)[C@@H]1C(=O)N(C(C)(C)C)C(=O)[C@@H]12	0.7	0	-0.2	-11	24	-7	-7	-4	4	-1
O=C(COc1ccccc1[N+](=O)[O-])NCCCN1CCCC1=O	-0.3	0	0.3	-8	2	-5	0	-2	0	-2
CCN(CC(=O)Nc1ccc(NC(C)=O)cc1)C(=O)c1ccccc1SCc1c(C)noc1C	0.1	3	-2.6	-8	-4	-8	8	0	0	0

# Arranged by number of heavy atoms (smallest number first): part of the list above.
Compound	LANA DNA inh	CAL PDZ FP-1	CAL PDZ FP-2	Cardiac RTF inh	SR-BI uptake up	cardiac RTF act	PKA-R2B act	DAGLB inh	Rtt109 Vps75	Keap1 Nrf2 FP
CNC(=S)N1N=C(c2ccc(OC)cc2)CC1c1ccccc1Cl (stereo not given)	0.0	-2	0.2	3	-8	-2	-6	-1	6	-3
CC(=O)Nc1ccc(S(=O)(=O)N2CCCN(c3nc(C)cc(C)c3C#N)CC2)cc1	-1.8	1	-1.6	-3	-4	6	0	1	3	-3
CCN(CC(=O)Nc1ccc(NC(C)=O)cc1)C(=O)c1ccccc1SCc1c(C)noc1C	0.1	3	-2.6	-8	-4	-8	8	0	0	0
CC[C@@]12C(=O)N(c3cccc(Cl)c3)C(=O)N1[C@H](c1ccc(Br)cc1)[C@@H]1C(=O)N(C(C)(C)C)C(=O)[C@@H]12	0.7	0	-0.2	-11	24	-7	-7	-4	4	-1

# Returning to the listing, repeating the 6 entries before the break.
Compound	LANA DNA inh	CAL PDZ FP-1	CAL PDZ FP-2	Cardiac RTF inh	SR-BI uptake up	cardiac RTF act	PKA-R2B act	DAGLB inh	Rtt109 Vps75	Keap1 Nrf2 FP
CNC(=S)N1N=C(c2ccc(OC)cc2)CC1c1ccccc1Cl (stereo not given)	0.0	-2	0.2	3	-8	-2	-6	-1	6	-3
Cc1ccc(N(CC(=O)NCc2ccc(Cl)cc2)S(C)(=O)=O)cc1	-0.8	nt	-0.8	-18	12	7	1	0	-5	-8
O=C(O)CCN1C(=O)c2ccccc2Sc2ncccc21	0.8	0	1.1	2	32	-7	3	-3	3	-4
CC[C@@]12C(=O)N(c3cccc(Cl)c3)C(=O)N1[C@H](c1ccc(Br)cc1)[C@@H]1C(=O)N(C(C)(C)C)C(=O)[C@@H]12	0.7	0	-0.2	-11	24	-7	-7	-4	4	-1
O=C(COc1ccccc1[N+](=O)[O-])NCCCN1CCCC1=O	-0.3	0	0.3	-8	2	-5	0	-2	0	-2
CCN(CC(=O)Nc1ccc(NC(C)=O)cc1)C(=O)c1ccccc1SCc1c(C)noc1C	0.1	3	-2.6	-8	-4	-8	8	0	0	0
Cc1nnc(SCC(=O)NC2CCCC(C)C2C)n1N (stereo not given)	0.4	2	0.2	4	11	0	-4	-3	3	2
O=C(COC(=O)Cc1ccc(Cl)cc1)Nc1cc(S(=O)(=O)N2CCOCC2)ccc1N1CCCC1	0.1	3	-0.6	-8	8	-4	-4	1	5	0
Cc1c(Cl)cnc(NC(=O)COC(=O)c2cc3c(s2)CCC(C)C3)c1Cl (stereo not given)	0.4	5	-2.8	13	16	-5	-8	0	-1	-2
CCCCNC(=O)c1ccc2c(=O)n(CCCOCC)c(=S)[nH]c2c1	-0.2	-3	-0.6	-3	-8	1	-1	-2	2	-3
NS(=O)(=O)c1ccc(CCNC(=O)Cc2ccc(Cl)cc2)cc1	0.1	-2	-1.9	-8	4	-3	-5	-2	-1	0
O=C(CSc1ccc(Cl)cc1)N1CCN(c2c(Cl)cccc2[N+](=O)[O-])CC1	3.5	-19	-0.3	6	-16	0	2	-1	-4	1
Cc1ccc(Cn2c(-c3nonc3N)nc3ccccc32)cc1	-0.6	2	-1.2	2	17	-2	-16	-9	14	-5
Cc1ccc(C(=O)Nc2cc(Cl)ccc2N2CCCCC2)s1	5.5	-4	nt	-2	-77	-8	2	-15	-6	-1
CCn1cc(C(=O)NCCCN2CCN(C)CC2)c(=O)c2cc(S(=O)(=O)N3CCc4ccccc4C3)ccc21	2.1	-3	11	-8	10	5	0	0	-1	4
Cc1cc(N2CCCN(C)CC2)nc2cc(Cl)ccc12	-2.2	nt	-3.7	-2	-1	2	0	-2	17	-4
CCCn1c(SCC(=O)NCc2ccccc2)n[nH]c1=O	2.6	-2	-0.7	1	8	3	-3	-2	-13	0
COc1ccc(-c2nc(CS(=O)CC(=O)NCc3ccc4c(c3)OCO4)c(C)o2)cc1OC (stereo not given)	0.5	-1	-1.9	-9	-15	0	0	2	5	-3
